RECQ1 helicase – inhibitors of human RECQ1 DNA helicase; 240,000 compounds, 0.54% hits; RECQ1 DNA unwinding, red fluorescence kinetic read; AID 2549; Potency, µM (doses to about 57.3 µM), for inactives: at the highest dose activity, negative = inhibition, usual class: inhibitors; P46063;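 further: plate controls were vehicle for no effect and no enzyme for full effect; nearly all actives have a fitted effect of over 30% in size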
Target sequence (P46063 whole entry, looked up): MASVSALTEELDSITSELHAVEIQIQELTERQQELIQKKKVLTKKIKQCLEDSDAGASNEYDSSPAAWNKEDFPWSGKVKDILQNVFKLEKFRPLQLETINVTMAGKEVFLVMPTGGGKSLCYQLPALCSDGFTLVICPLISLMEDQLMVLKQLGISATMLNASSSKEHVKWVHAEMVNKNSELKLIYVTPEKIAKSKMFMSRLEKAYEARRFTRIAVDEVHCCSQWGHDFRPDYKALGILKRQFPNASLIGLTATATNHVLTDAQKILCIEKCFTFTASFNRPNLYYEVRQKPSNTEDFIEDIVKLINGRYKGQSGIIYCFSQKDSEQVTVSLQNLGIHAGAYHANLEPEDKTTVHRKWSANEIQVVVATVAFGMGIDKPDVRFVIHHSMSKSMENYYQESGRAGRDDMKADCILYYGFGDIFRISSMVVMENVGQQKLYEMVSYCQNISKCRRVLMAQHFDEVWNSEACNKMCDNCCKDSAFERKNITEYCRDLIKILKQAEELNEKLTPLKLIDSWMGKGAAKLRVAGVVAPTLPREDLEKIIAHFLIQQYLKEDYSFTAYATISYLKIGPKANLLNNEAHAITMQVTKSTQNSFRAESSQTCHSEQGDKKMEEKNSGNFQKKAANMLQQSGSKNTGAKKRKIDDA
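RECQ1T1 50 nM; forked duplex (20 bp + 30-nt ss tails) 200 nM, ATP 2 mM final; pH 8.0, 2 mM MgCl2, 2.5 ug/ml poly(dI-dC); 15 min compound preincubation; discontinuous kinetic read over 2 h at RT.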
NPSR antagonist – blocks cAMP signaling of the human neuropeptide S receptor; Q6W5P4; CHO-NPSR cells, cAMP TR-FRET, antagonist mode; Potency, µM (titrated, usually from 38.3 µM), inactives show at the highest dose activity change, negative = inhibition, actives largely listed as inhibitors; 220,000 compounds, 1% hits; further: on the % scale 0 is the no-effect control and ±100 the full control effect; nearly all actives have a fitted effect of over 50% in size; many of its hits are not listed in these tables
SMN2 splice up – SMN2 splice variant enhancement. HEK293 SMN2-luciferase splicing reporter, luminescence, 30-36 h. Potency, µM (highest dose often 46.1 µM), for inactives: at the top dose activity change, positive = activation, actives largely listed as activators. 210,000 compounds, 2.8% hits. AID 1458; further: % of control where 0% means no effect; nearly all actives have a fitted effect of over 55% in size
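qHTS luciferase splicing reporter: luminescence rises when SMN2 exon 7 is included in transfected HEK293 cells. Compound exposure lasted 30-36 h at 37C, with 4.5 mM final sodium butyrate as control, followed by a ONE-Glo read.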
JMJD2E inh – blocks human JMJD2E demethylase activity; JMJD2E catalytic domain, FDH-coupled NADH fluorescence (FDH is formaldehyde dehydrogenase); AID 2147; Potency, µM (top dose mostly 57.1 µM), for the others: top-dose activity change, negative = inhibition, actives largely listed as inhibitors; 230,000 compounds, 1.6% hits; B2RXH2; active means well fitted inhibition curve with a large enough effect, not every such curve was filed as active; inconclusive means small, poorly fitted or top-dose-only effect, or another doubt; inactive means no such curve, though single readings can be large or run the other way;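 further: 0% = wells with enzyme and -100% = buffer wells without enzyme; nearly all actives have a fitted effect of over 50% in size; many of its hits are not listed in these tables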
Target sequence (B2RXH2 1-337 limits assumed): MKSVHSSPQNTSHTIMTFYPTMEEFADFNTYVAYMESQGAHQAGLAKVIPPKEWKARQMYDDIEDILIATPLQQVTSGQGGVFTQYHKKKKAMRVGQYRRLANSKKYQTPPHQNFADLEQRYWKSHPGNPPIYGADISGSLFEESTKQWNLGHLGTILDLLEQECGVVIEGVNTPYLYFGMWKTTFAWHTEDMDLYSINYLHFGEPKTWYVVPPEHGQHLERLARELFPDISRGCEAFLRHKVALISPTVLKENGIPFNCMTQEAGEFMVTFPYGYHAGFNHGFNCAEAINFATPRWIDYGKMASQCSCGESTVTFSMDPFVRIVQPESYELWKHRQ
IMPase Li inh – membrane-permeable IMPase blocker, potentiated with lithium; 210,000 compounds, 0.35% hits; Potency, µM (top dose mostly 59.4 µM), for inactives: at the top dose activity, negative = IMPase inhibition, hits mostly inhibitors; CHO-M1 cells, IP1 TR-FRET (IP-One), carbachol + lithium;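 further: IP1 builds up when IMPase is blocked and the TR-FRET signal falls; plate controls were basal vehicle for no effect and high inhibitor control for full effect; nearly all actives have a fitted effect of over 50% in size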
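Lithium-sensitised IP1 accumulation assay; M1-expressing CHO cells treated 30 min at 37C with compound. Competitive antibody detection by time-resolved FRET followed a 10 min room-temperature lysis step.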
Luc counter – counter-screen: inhibitors of Kinase-Glo firefly luciferase | Q27757 | Kinase-Glo luciferase, ATP luminescence, 8 min | Potency, µM (series often up to 38.3 µM), inactives show at the highest dose activity change, negative = inhibition, most hits filed as inhibitors | 200,000 compounds, 0.28% hits | AID 1379; further: on the % scale 0 is the no-effect control and ±100 the full control effect; nearly all actives have a fitted effect of over 60% in size
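Recombinant Kinase-Glo luciferase, 10 uM ATP (linear range), luciferin; imidazole pH 7.2 / KCl / MgCl2 / Tween / BSA buffer; 8 min RT; luminescence.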
RGS12 GoLoco inh – blocks human Gai1 binding to RGS12 GoLoco peptide, red readout; P63096; Gai1:RGS12 GoLoco peptide FP, rhodamine, 10 min; Potency, µM (doses to about 61.6 µM), for inactives: top-dose activity, negative = inhibition, hits mostly inhibitors; 230,000 compounds, 0.44% hits; AID 880; active means well fitted inhibition curve with a large enough effect, not every such curve was filed as active; inactive means no such curve, though single readings can be large or run the other way; further: on the % scale 0 is the no-effect control and ±100 the full control effect; nearly all actives have a fitted effect of over 30% in size; many of its hits are not listed in these tables
Epigenetic derep – regulators of epigenetic silencing causing reporter derepression in mouse cells | murine LDR cells, GFP reporter derepression, 30 h | Potency, µM (series often up to 53.9 µM), for the others: at the highest dose GFP activation, hits mostly activators | 280,000 compounds, 0.2% hits; further: % of control where 0% means no effect; nearly all actives have a fitted effect of over 60% in size
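Reporter derepression read as number of fluorescent GFP-positive objects, 20-120 um in size, counted by laser-scanning cytometer. Mouse LDR line with an epigenetically silenced CMV-GFP locus; compound incubation 30 h, 37 C.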
Starred values were filed as active, the others as inactive; i = inactive; ? = inconclusive; . = no result given; [ ] = remark or other dose. Unless noted, the call rests on the fitted dose curve; in most records, active means well fitted curve in the direction sought with a large enough effect; inconclusive means small, poorly fitted or top-dose-only effect, or another doubt; inactive means no such curve, though single readings can be large; an effect the other way counts as inactive or inconclusive. Potency means the concentration at half of the fitted maximal effect. The list is partial (hit frequency here may not be typical).

SMILES	RECQ1 helicase	NPSR antagonist	SMN2 splice up	JMJD2E inh	IMPase Li inh	Luc counter	RGS12 GoLoco inh	Epigenetic derep
O=C(Nc1ccccc1C(=O)OCn1nnc2ccccc2c1=O)c1ccco1	0%	-15%[46.1 µM]	-3%	-4%	9%[38.3 µM]	4%	7%	0.4%
CCC(C)c1ccc(O)c(/C=N/O)c1 (stereo unspecified)	-11%	-12%[46.1 µM]	-5%	-5%	29%[38.3 µM]	0%	8%	0.0%
CCOC(=O)N1CCN(C2=NC3(CCCCC3)C(C#N)C(=O)N2)CC1 (stereo unspecified)	-5%	4%[46.1 µM]	.	6%	.	.	.	-4.3%
O=C(Nc1ccc(OC(F)(F)F)cc1)c1n[nH]c(Cn2cncn2)n1	-15%	-8%[46.1 µM]	3%	11%	-12%[38.3 µM]	0%	1%	0.0%
Cc1ccc(CNC(=O)COC(=O)c2c(C)noc2C)cc1	-2%	-5%[46.1 µM]	3%	8%	9%[38.3 µM]	-2%	9%	-0.8%
Cc1ccc2c(C)nc(/N=C(\N)NC(=O)N3c4ccccc4Sc4ccccc43)nc2c1	-11%	-1%	-26%	-5%	11%	-5%	35%[activator]	0.0%
COCCNC(=O)NC12CC3CC(CC(C3)C1)C2	-2%	23%	-4%	3%	4%	3%	3%	1.1%
O=S(=O)(c1ccc(S(=O)(=O)N2CCCN(Cc3ccccc3)C2)cc1)N1CCCCCC1	-2%	-13%[46.1 µM]	-15%	-1%	12%[38.3 µM]	-2%	4%	-0.7%
O=C(CNC(=O)c1cccc(OC(F)F)c1)OCC(=O)c1ccccc1	-1%	14%	18%	-4%	-1%	-1%	4%	-0.3%
COc1ccc(NC(=O)c2nn(C34CC5CC(CC(C5)C3)C4)cc2[N+](=O)[O-])cc1	-1%	-35%	-4%	-1%	20%	3%	-1%	1.1%
CC(C)(C)OC(=O)N[C@@H](Cc1ccccc1)c1nnc(SCC(=O)c2ccc(Cl)cc2)o1	i	-11%[46.1 µM]	-23%	3%	-13%[38.3 µM]	-3%	-4%	0.7%
COc1cccc([C@@H]2Oc3ccc(OC)cc3C(=O)[C@H]2OC(=O)NS(=O)(=O)c2ccc(C)cc2)c1	i	.	11µM*	-22%	18%	0%	-1%	-1.1%
CC(C)(C)c1ccc(-c2noc(C(=O)NN)n2)cc1	-2%	-14%	.	?	.	.	6%	11%
CCCCC(=O)NC(=S)Nc1nnn(CCC)n1	-5%	-43%	4%	-1%	-12%	-3%	-5%	-0.2%
COC(=O)c1ccc(-n2nnnc2SCC(=O)Nc2cc(OC)ccc2OC)cc1	-15%	-2%[7.67 µM]	-10%	-4%	6%[38.3 µM]	2%	6%	?
CC(=O)c1ccc2c(ccc3ccccc32)c1	11%	28%[46.1 µM]	-34%	-24%	-24%[38.3 µM]	-6%	8%	-0.8%
Cn1ncnc1SCc1cn2cccnc2n1	i	15%	7%	?	-3%	3%	9%	-2.8%
CCCCNC(=O)c1c(C)cc(=O)oc1C	3%	-4%[46.1 µM]	12%	-3%	16%[38.3 µM]	-1%	-15%	0.0%
CN=C(Nc1ccc(C(=O)OC)s1)c1ccccc1	i	3%	.	-4%	-7%	.	-3%	-0.2%
COC(=O)Cc1c(C(=O)OC)nnn1-c1cccc(C(F)(F)F)c1	-7%	12%	4%	5%	0%	0%	-1%	2.8%
COc1cccc(NC(=O)c2ccccc2C(F)(F)F)c1	i	9%	10%	10%	8%	2%	1%	-1.1%
O=C(Cc1cccs1)Nc1ccon1	-8%	-3%[46.1 µM]	2%	-9%	8%	2%	18%	-8.7%
O=C(NCCc1ccccc1)C1CCCN1C(=O)Nc1ccc(F)cc1 (stereo unspecified)	3%	2%[46.1 µM]	-11%	9%	-1%[38.3 µM]	-1%	1%	-5.8%
COc1cccc(-c2nn(C)c3sc(C(=O)NCc4ccco4)cc23)c1	-3%	?	?	?	32%[activator][38.3 µM]	3%	-1%	0.0%
O=C(CCCn1c(=S)[nH]c2ccsc2c1=O)NCc1ccco1	i	?	-6%	1%	-4%[38.3 µM]	-1%	-6%	-3.0%
CCn1c(SCc2ccc(C)cc2)nnc1C1CCN(S(=O)(=O)c2ccc(OC)cc2)CC1	i	?	-19%	7%	15%[38.3 µM]	0%	3%	0.0%
COc1cc2c(C(=O)N3CCN(c4ccccc4C)CC3)c(C)oc2cc1Br	-10%	?	-36%[inhibitor]	2%	11%[38.3 µM]	1%	-1%	-0.9%
CCN1CCN(C(c2cc3cccc(C)c3[nH]c2=O)c2nnnn2Cc2ccccc2)CC1 (stereo unspecified)	i	5%[46.1 µM]	.	?	4%[38.3 µM]	0%	9%	0.0%
CCn1ccnc1CNC(=O)CC1C(=O)NCCN1Cc1ccc(OC)cc1OC (stereo unspecified)	-7%	8%	.	?	.	.	-8%	1.1%
Cc1sc(-c2ccncc2)nc1OC(=O)c1ccc(Cl)cc1	i	-8%[46.1 µM]	-5%	-12%	8%[38.3 µM]	-2%	-9%	-0.9%
O=C(O)/C=C/c1cccc(NC(=O)c2ccccc2)c1	-5%	13%	.	8%	.	.	2%	-3.7%
Cc1ccccc1C(=O)NC1CCN(Cc2nnnn2C2CCCC2)CC1	-7%	-1%[46.1 µM]	5%	7%	-2%	2%	10%	-1.0%
CCNc1nc(NCC)n2c(SCC(=O)NC34CC5CC(CC(C5)C3)C4)nnc2n1	-11%	13%	-13%[1.84 µM]	8%	5%	-3%	4%	2.8%
COCCCN1CN(Cc2ccccc2)CNC1=S	0%	4%[46.1 µM]	-4%	-2%	-4%	4%	14%	0.0%
Cc1ccc(Cn2ncc3c(N4CCN(Cc5ccc(Cl)cc5)CC4)ncnc32)cc1	i	-18%[46.1 µM]	-81%[inhibitor]	-10%	19%[38.3 µM]	-5%	7%	-1.1%
C=CCn1c(COc2ccc(OC)cc2)nnc1SCn1nnc2ccccc2c1=O	-1%	-8%	-28%	0%	16%	0%	2%	-1.9%
Cc1cc(C(=O)Nc2ccc(Cl)cc2)c(C)n1-c1ccccc1	-25%	?	.	7%	.	.	3%	-0.1%
CCCCOc1ccc(/C=C/C(=O)NC2=Nc3ccccc3NC(C)=C2C(=O)OCC)cc1OC	-4%	-26%	4%	?	3%	-3%	26%	1.3%
Nc1nc(N)c(N=Nc2ccc(Cl)cc2)c(=O)[nH]1	?	1%	7%	-1%	4%	-6%	2%	1.2%
O=C(Nc1ccc(Br)cc1F)c1sccc1-n1cccc1	-5%	?	-8%	-4%	-3%[38.3 µM]	4%	-6%	-1.3%

Sorted by value in SMN2 splice up (ascending): some entries from above.
Compound	SMN2 splice up
CCn1c(SCc2ccc(C)cc2)nnc1C1CCN(S(=O)(=O)c2ccc(OC)cc2)CC1	-19%
O=C(CCCn1c(=S)[nH]c2ccsc2c1=O)NCc1ccco1	-6%
Cc1sc(-c2ccncc2)nc1OC(=O)c1ccc(Cl)cc1	-5%

(cont.)
SMILES	RECQ1 helicase	NPSR antagonist	SMN2 splice up	JMJD2E inh	IMPase Li inh	Luc counter	RGS12 GoLoco inh	Epigenetic derep
Nc1nnnn1/N=C/c1cccc(O)c1	-14%	-5%[46.1 µM]	3%	4%	6%	0%	7%	-4.6%
CNC(=S)NC12CC3CC(CC(C3)C1)C2	i	3%	5%	1%	-8%	1%	21%	-0.4%
COc1ccc(/C=C2\SC(=O)N(CCNC(=O)Cn3cnnn3)C2=O)cc1	-1%	-15%[46.1 µM]	7.9µM*	-6%	33%[38.3 µM]	-8%	-43%	-8.1%
O=C(c1ccccc1)N(Cc1nc2ccccc2c(=O)[nH]1)C1CCCC1	0%	-5%	.	0%	9%	-2%	16%	-5.6%
O=C(CSc1nc(C2CC2)nc2ccccc12)Nc1ccc2c(c1)OCCO2	-15%	?	-19%	-4%	18%[38.3 µM]	1%	5%	1.1%
O=C(O)c1cccc(-c2nnn(Cc3ccccc3Cl)n2)c1	i	-8%[46.1 µM]	1.6µM*	-5%	2%	0%	13%	-2.0%
COc1cccc(OCC(O)CN2CCC(Cc3ccccc3)CC2)c1 (stereo unspecified)	0%	-2%[46.1 µM]	-4%	-2%	6%[38.3 µM]	-6%	9%	-0.2%
CC(=Nc1ccc(C)c(C)c1)C1=C(O)CCC1=O	-2%	-9%[46.1 µM]	-4%	-9%	-10%[38.3 µM]	2%	-5%	14%
O=C(COC(=O)c1ccc2ncsc2c1)NC(=O)NCc1ccccc1	-3%	7%	-13%	?	-28%	3%	6%	2.5%
Cc1csc(NC(=O)c2ccco2)n1	-8%	1%[46.1 µM]	-7%	7%	18%[38.3 µM]	-4%	10%	0.0%
Cc1nn(C)c(C)c1CNC(=O)/C=C/c1ccccc1F	-1%	19%	-61%[inhibitor]	6%	5%	-4%	-3%	1.1%
CCCCCCCCC(=O)NCc1cc(OC)c(O)cc1I	-1%	.	.	-1%	11%	1%	9%	12%
CSc1cccc(NC(C)=O)c1	7%	1%	5%	9%	-9%	-7%	1%	-1.0%
COc1ccc2cc(C(=O)NCc3ccco3)c(=O)oc2c1	i	-4%[46.1 µM]	27%	?	15%[38.3 µM]	-3%	-3%	1.0%
C=CCC1(C#N)C(=S)NC2=C(C(=O)CC(C)(C)C2)C1c1ccc(Br)cc1 (stereo unspecified)	1%	-38%	-9%	-5%	6%	0%	-1%	-1.6%
COc1cc(OC)c(Nc2cc(C)nc3nc(C)nn23)cc1Cl	-3%	5%[46.1 µM]	10%	-5%	26%[38.3 µM]	-1%	1%	0.0%
COc1ccc(OC)c(NC(=O)c2cnc(Nc3ccccc3OC)c3ccccc23)c1	-16%	-16%	-17%	?	8%	1%	7%	1.1%
COc1ccc(-c2noc(CCCOc3ccc(Cl)cc3Cl)n2)cc1	i	-3%[46.1 µM]	-13%	-2%	7%[38.3 µM]	0%	6%	-0.9%
Cc1ncc([N+](=O)[O-])n1CC(=O)NCCc1ccccc1	0%	-3%	-3%	-8%	11%	7%	-1%	2.2%
N#CCCn1cc(C(CC(=O)c2ccccc2)C(=O)O)c2ccccc21 (stereo unspecified)	4%	-2%	-46%[inhibitor]	-9%	3%	2%	-11%	-1.0%
